Tb PYK inh – qHTS of Trypanosoma Brucei Inhibitors; Potency, µM (top dose mostly 76.8 µM), inactives show at the top dose activity, negative = inhibition, actives largely listed as inhibitors; actives 0.12% (n = 410,000); TbPYK enzyme, Kinase-Glo Plus ATP luminescence, 45 min; pyruvate kinase (Trypanosoma brucei), Q57TT1; also: potency is read from the fitted curve at half-maximal effect; nearly all actives have a fitted effect of over 50% in size
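Screened from lowest to highest concentration, compounds were pinned into TbPYK/substrate mixtures, and ADP (130 uM final) was added. Plates sat at room temperature for 45 min prior to Kinase-Glo Plus detection by luminescence.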
Sm TGR inh – qHTS Assay for the Inhibitors of Schistosoma Mansoni Peroxiredoxins | purified TGR, DTNB reduction, TNB absorbance 405 nm | Potency, µM (top dose mostly 114 µM), for the others: at the highest dose activity change, negative = inhibition, hits mostly inhibitors | actives 3% (n = 360,000) | AID 485364, 2010; also: potency is read from the fitted curve at half-maximal effect; nearly all actives have a fitted effect of over 60% in size
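Kinetic colorimetric format: TGR-catalysed, NADPH-driven DTNB reduction monitored via TNB absorbance. Enzyme dispensed at 20 nM; compound exposure 15 min at room temperature before reaction start.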
AmpC inh no detg – qHTS Inhibitors of AmpC Beta-Lactamase (assay without detergent); P00811; AmpC nitrocefin hydrolysis, absorbance 480 nm, 0.0001% Triton; Potency, µM (highest dose often 57.1 µM), inactives show top-dose activity change, negative = inhibition, actives largely listed as inhibitors; actives 0.52% (n = 330,000); AID 485341, 2010;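 also: potency is read from the fitted curve at half-maximal effect; plate controls were no compound for no effect and no enzyme for full effect; nearly all actives have a fitted effect of over 20% in size; some results filed as inactive show a strong effect at the top dose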
Target sequence (P00811 whole entry, looked up): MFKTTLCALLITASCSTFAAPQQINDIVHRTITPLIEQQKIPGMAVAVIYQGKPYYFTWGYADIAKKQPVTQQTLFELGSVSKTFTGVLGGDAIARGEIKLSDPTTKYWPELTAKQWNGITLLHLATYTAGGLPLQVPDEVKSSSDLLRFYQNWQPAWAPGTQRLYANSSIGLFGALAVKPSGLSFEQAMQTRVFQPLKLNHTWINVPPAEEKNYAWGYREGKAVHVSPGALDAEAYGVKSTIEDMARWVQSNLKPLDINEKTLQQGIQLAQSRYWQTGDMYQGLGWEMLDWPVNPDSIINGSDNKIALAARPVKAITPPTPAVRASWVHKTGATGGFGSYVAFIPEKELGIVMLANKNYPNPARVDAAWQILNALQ
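20 mM phosphate pH 7.0 + 0.01% (detergent screen) or 0.0001% Triton X-100; 5.3 nM AmpC reagent; cpd preinc 15 min RT; nitrocefin (800 uM stock) to start; A480 q20 s × 4 min; Activity was normalised to no-enzyme and no-compound control wells.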
AmpC detergent – qHTS Inhibitors of AmpC Beta-Lactamase (assay with detergent). P00811. AmpC hydrolysis of nitrocefin, absorbance 480 nm, 0.01% Triton. Potency, µM (top dose mostly 114 µM), for inactives: top-dose activity change, negative = inhibition, actives largely listed as inhibitors. actives 0.041% (n = 370,000). AID 485294, 2010;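 also: potency is read from the fitted curve at half-maximal effect; 0% = no-compound wells and -100% = no-enzyme wells; nearly all actives have a fitted effect of over 25% in size; some results filed as inactive show a strong effect at the top dose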
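AmpC (5.3 nM in the dispensed reagent) in 20 mM phosphate pH 7.0 with 0.01% (detergent screen) or 0.0001% Triton X-100 was preincubated with compounds for 15 min at room temperature. Nitrocefin was then added from an 800 uM solution, and hydrolysis was followed at 480 nm.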
HCMV antiviral – qHTS Assay for inhibitors of the human cytomegalovirus (HCMV); HFF cells, HCMV-luciferase reporter, 72 h; active compounds read low; activity change, negative = inhibition, % at 57.5 µM; actives 4.5% (n = 410,000); in the data active = activity change below about -60%; inconclusive = no clear call, values can overlap the other calls; inactive = above about -39%
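Inhibition of viral replication was scored as loss of reporter luminescence in HFFs infected with HCMV-luciferase (MOI 1 PFU/cell) for 72 h; compounds tested at 2 doses, normalized to buffer and Salinomycin controls.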
LmPK inh – qHTS Assay for Inhibitors of Leishmania Mexicana Pyruvate Kinase (LmPK). actives 0.37% (n = 290,000). Q27686. Potency, µM (highest dose often 57.5 µM), for inactives: top-dose activity change, negative = inhibition, most hits filed as inhibitors. purified LmPK, Kinase-Glo ATP luminescence, 1 h; also: potency is read from the fitted curve at half-maximal effect
Target sequence (Q27686 whole entry, looked up): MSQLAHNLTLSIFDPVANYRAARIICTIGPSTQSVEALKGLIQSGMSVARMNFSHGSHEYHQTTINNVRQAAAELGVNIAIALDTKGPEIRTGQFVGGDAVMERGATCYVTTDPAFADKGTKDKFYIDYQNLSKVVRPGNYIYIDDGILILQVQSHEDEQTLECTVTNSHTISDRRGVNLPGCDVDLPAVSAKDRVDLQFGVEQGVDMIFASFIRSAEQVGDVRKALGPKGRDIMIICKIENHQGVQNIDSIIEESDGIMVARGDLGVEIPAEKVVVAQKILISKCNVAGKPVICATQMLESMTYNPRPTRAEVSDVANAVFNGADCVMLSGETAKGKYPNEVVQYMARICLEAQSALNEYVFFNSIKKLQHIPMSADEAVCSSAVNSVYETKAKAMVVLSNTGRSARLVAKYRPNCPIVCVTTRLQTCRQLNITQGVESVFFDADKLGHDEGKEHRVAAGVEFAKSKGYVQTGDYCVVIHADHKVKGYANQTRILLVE
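Pyruvate kinase activity monitored as ATP production (luciferase luminescence). Conditions: 0.1 nM enzyme, 0.5 mM PEP, 0.1 mM ADP, 1 h, RT; normalized against uninhibited and no-enzyme wells.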
AMA1 RON2 block – qHTS for Inhibitors of AMA1-RON; Towards Development of Antimalarial Drug Lead: Primary Screen | actives 0.2% (n = 360,000) | Potency, µM (titrated, usually from 58.2 µM), without a hit: top-dose activity change, negative = inhibition, actives largely listed as inhibitors | AlphaScreen AMA1-biotinylated RON2 peptide binding | AID 720542, 2013;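 also: potency is read from the fitted curve at half-maximal effect; 0% = vehicle wells and -100% = peptide control; nearly all actives have a fitted effect of over 45% in size; some results filed as inactive show a strong effect at the top dose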
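AMA1 (3D7) with his tag at 25 nM final met compounds first, then biotinylated RON2 peptide at 25 nM; detection used donor plus acceptor beads, 10 µg/mL apiece, read by AlphaScreen after 30 min at room temperature.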
An asterisk follows results filed as active; ? = inconclusive; / = no result given; & = joins results of further samples; [ ] = dose if it differs, or a comment. Unless noted, calls follow the shape of the dose curve; as a rule, active = well fitted curve in the direction sought with a large enough effect; inconclusive = small, poorly fitted or top-dose-only effect, or another doubt; inactive = no such curve, though single readings can be large; an effect the other way counts as inactive or inconclusive. Unless noted, % is scaled to controls: 0 for no effect and ±100 for the full control effect.

1	CCN(CC)c1c(C)nc2ccc(C(=O)N3CCN(C(=O)c4ccco4)CC3)cn12
2	Cc1cccc(NC(=O)CSc2nc3c(oc4ccccc43)c(=O)n2C(C)C)c1
3	CCC1CCCCN1C(=O)c1cc(-c2ccc(Cl)c(Cl)c2)on1 (stereo not given)
4	CN(Cc1cccc(C(F)(F)F)c1)Cc1nc(-c2cnccn2)no1
5	CC(C)=C1Cc2ccccc2C1=O
6	COc1ccc(S(=O)(=O)n2nc(C)c(S(=O)(=O)N3CCCCCC3)c2C)cc1
7	COc1cc(NC(=O)c2ccc(NC(=O)N3CCSc4ncccc43)cc2)cc(OC)c1
8	N#Cc1cccc(-c2csc(C(O)c3ccc(F)cc3)n2)c1 (stereo not given)
9	O=C(NCc1ccc(Cl)cc1)c1cccc2c1C(=O)N(CC1CCCO1)C2 (stereo not given)
10	CCOc1ccc(NS(=O)(=O)c2ccc(N)cc2)cc1
Screen / compound no.	1	2	3	4	5	6	7	8	9	10
Tb PYK inh	-18%	-5%	-6%	1%	-3%	-1%	3%[15.4 µM]	-1%	-5%	1%
Sm TGR inh	/	6%	-4%	7%	-33%	1%	-1%	/	1%	-9%
AmpC inh no detg	/	/	26%	28%	-7%	/	/	/	55%	-18%
AmpC detergent	/	22%	-13%	-5%	4%	4%	1%	/	-10%	-4%
HCMV antiviral	17	-24	75	-1	55	-18	0	5	-1	44
LmPK inh	/	/	7%	2%	0%	/	/	/	-4%	1%
AMA1 RON2 block	15%	/	1%	14%	-1%	/	/	6%	-4%	3%

A draw from above in order of formula weight, low to high.
8	N#Cc1cccc(-c2csc(C(O)c3ccc(F)cc3)n2)c1 (stereo not given)
4	CN(Cc1cccc(C(F)(F)F)c1)Cc1nc(-c2cnccn2)no1
1	CCN(CC)c1c(C)nc2ccc(C(=O)N3CCN(C(=O)c4ccco4)CC3)cn12
Screen / compound no.	8	4	1
Tb PYK inh	-1%	1%	-18%
Sm TGR inh	/	7%	/
AmpC inh no detg	/	28%	/
AmpC detergent	/	-5%	/
HCMV antiviral	5	-1	17
LmPK inh	/	2%	/
AMA1 RON2 block	6%	14%	15%

(continued)
11	CCC(C)NC(=O)Cn1c(=O)n(-c2ccc(C)c(C)c2)c(=O)c2c(C)c(C(=O)N(CC)CC)sc21 (stereo not given)
12	O=C1C=CC(=O)N1c1ccc2ccccc2c1
13	O=C(NCC(c1ccc2c(c1)OCO2)N1CCN(c2ccccc2)CC1)C(=O)Nc1ccccc1F (stereo not given)
14	CCCn1c(N)c(C(=O)CSc2ncn[nH]2)c(=O)n(C)c1=O
15	Cc1cnc(NC(=O)c2ccc(-c3ccc([N+](=O)[O-])cc3)o2)s1
16	CCc1cccc(Nc2ncnc3onc(-c4ccc(F)cc4)c23)c1
17	NC(=O)Nc1ccc(Nc2ccccc2)cc1
18	COc1ccc(Cc2nnc(NC(=O)c3ccco3)s2)cc1OC
19	CCOc1ccccc1N(CC(=O)NC1CCCC1)S(=O)(=O)c1ccc(C)cc1
20	CCOc1cc(-c2nnc(SCC(=O)NCc3ccccc3)nc2-c2ccc(OC)c(OCC)c2)ccc1OC
Screen / compound no.	11	12	13	14	15	16	17	18	19	20
Tb PYK inh	2%	?	1%	3%	0%	-4%	-2%	0%	6%	0%
Sm TGR inh	8%	/	6%	3%	-11%	23%	-12%	7%	-7%	5%
AmpC inh no detg	/	/	/	-22%	-19%	/	-13%	-12%	58%	/
AmpC detergent	-5%	/	-5%	0%	?	4%	1%	-11%	-15%	-7%
HCMV antiviral	2	5	10	19	?	-31	18	74	?	-75*
LmPK inh	/	/	/	/	/	/	-2%	-6%	9%	/
AMA1 RON2 block	/	7%	/	0%	75%[activator]	/	-5%	5%	-4%	/

21	Cc1ccn(S(=O)(=O)c2ccc(N3CCCC3=O)cc2)n1
22	COc1ccc(-c2nc3ccccc3n2CCC(C)C)cc1OC
23	Cc1sc2nc(CSC(C)C(=O)Nc3ccc(Cl)cn3)[nH]c(=O)c2c1C (stereo not given)
24	COC(=O)C(C(=O)Nc1nc2ccccc2s1)C1CCCC1 (stereo not given)
25	Cc1ccc(N(C)S(=O)(=O)c2cccc(C(=O)NC3=NCCS3)c2)cc1
26	CCCc1[nH]nc2c1C1(CCN(C(=O)OCc3ccccc3)CC1)C(C#N)=C(N)O2
27	CN1CCc2c(OCC(=O)N3CCC(Cc4ccccc4)CC3)cccc2C1=O
28	COc1ccc(N2CCN(S(=O)(=O)c3ccc4c(c3)CC(C)N4C(C)=O)CC2)cc1 (stereo not given)
29	COC(=O)c1ccccc1NC(=O)NC1CCCCC1
30	COc1cccc(C(=O)CC(C#N)c2ccc(F)cc2)c1 (stereo not given)
Screen / compound no.	21	22	23	24	25	26	27	28	29	30
Tb PYK inh	19%	-3%	2%	0%	-6%	-4%	-19%	-6%	-5%	0%
Sm TGR inh	-4%	6%	-2%	21%	7%	0%	-7%	0%	-6%	4%
AmpC inh no detg	-6%	63%[activator]	-13%	-31%	-11%	-22%	68%[activator]	/	-15%	-43%
AmpC detergent	-9%	?	2%	-3%	1%	1%	-2%	-2%	1%	3%
HCMV antiviral	-5	2	?	5	-6	25	-10	-72*	37	/
LmPK inh	-4%	3%	/	1%	1%	2%	3%[11.5 µM]	/	4%	1%
AMA1 RON2 block	14%	-3%	0%	3%	61%[activator]	7%	-18%	/	7%	5%

31	CCOc1ccc(N2CC(C(=O)Nc3ccncc3)CC2=O)cc1 (stereo not given)
32	Cc1cc(C)cc(OC(C)C(=O)NCCCn2ccnc2)c1 (stereo not given)
33	O=C(NCc1cccnc1)c1cn(-c2ccccc2)nc1-c1ccccc1
34	COc1ccccc1NC(=O)CSc1oc(-c2cccs2)nc1S(=O)(=O)c1ccc(Br)cc1
35	Cc1cc(C)c(C#N)c(SC(F)F)n1
36	Cc1cc(C)n(-c2nc3ccccc3c(=O)n2OCC(N)=O)n1
37	Cc1ccc(-n2c(SCC(=O)Nc3ncc(Cl)cc3Cl)nc3ccccc32)cc1
38	O=C(NCCc1ccc(F)cc1)c1ccc(S(=O)(=O)N2CCCC2)cc1
39	COc1nc(C)nc2c1sc1nc3c(cc12)COC(C)(C)C3
40	CCOC(=O)c1[nH]cnc1C(=O)N1CCC(C)CC1
Screen / compound no.	31	32	33	34	35	36	37	38	39	40
Tb PYK inh	-2%	-9%	3%	0%	3%	3%	-19%	-12%	-4%	-6%
Sm TGR inh	-3%	-16%	0%	-17%	-18%	11%	-15%	-1%	-6%	0%
AmpC inh no detg	-3%	-6%	34%	/	-7%	-2%	-13%	-16%	2%	-5%
AmpC detergent	3%	?	4%	-7%	3%	2%	?	-5%	-2%	-1%
HCMV antiviral	?	-31	-1	6	7	4	-99*	-6	122	-5
LmPK inh	0%	0%	1%	/	-2%	-5%	-1%	/	?	/
AMA1 RON2 block	12%	4%	1%	/	4%	10%	-4%[11.6 µM]	9%	-8%	13%

41	O=C(CNc1ccccc1)Nc1cccc2ccccc12
42	CCC(c1nnnn1CCOC)N(Cc1cc2cc(C)c(C)cc2[nH]c1=O)CC1CCCO1 (stereo not given)
43	COC(=O)CCC(=O)N1CCCC(C(=O)c2ccc(Cl)cc2C)C1 (stereo not given)
44	Cc1oc(-c2ccc(Cl)cc2)nc1CS(=O)CC(=O)NCCCN1CCOCC1 (stereo not given)
45	COc1cc(NS(=O)(=O)c2ccc(Br)s2)cc(OC)c1
46	CCc1ccccc1NS(=O)(=O)c1ccc2[nH]cc(C(=O)NC3CCCC3)c(=O)c2c1
47	Cc1ccc(C(=O)Nc2ccccc2Oc2ccccc2)o1
48	Cc1ccc(C)c(CN2CCC(CNC(=O)CCc3nnc4ccc(N5CCCCC5)nn34)CC2)c1
49	Cc1ccc(NC(=O)N2CCCC2C(=O)NCc2ccc(Cl)cc2)cc1 (stereo not given)
50	CCCCn1c(N)c(N(CC(C)C)C(=O)CSCC(=O)Nc2ccc(OC)cc2)c(=O)[nH]c1=O
Screen / compound no.	41	42	43	44	45	46	47	48	49	50
Tb PYK inh	-4%	-6%	-21%	5%	-14%	4%&4%	-6%	4%	-8%	3%
Sm TGR inh	3%	-11%	2%	-28%	-13%	6%&0%	/	3%	8%	3%
AmpC inh no detg	-14%	20%	32%	8%	-21%	-28%	/	100%[activator]	-13%	-9%
AmpC detergent	-12%	-6%	0%	1%	3%	?	/	0%	0%	?
HCMV antiviral	16	15	26	-34	-5	24&-10	30	?	13	0
LmPK inh	0%	0%	2%	0%	3%	3%	/	0%	-2%	/
AMA1 RON2 block	-25%	0%	6%	-2%	-8%	-16%	2%	3%	0%	12%

By substructure: those above containing a cyano group.
8	N#Cc1cccc(-c2csc(C(O)c3ccc(F)cc3)n2)c1 (stereo not given)
26	CCCc1[nH]nc2c1C1(CCN(C(=O)OCc3ccccc3)CC1)C(C#N)=C(N)O2
30	COc1cccc(C(=O)CC(C#N)c2ccc(F)cc2)c1 (stereo not given)
35	Cc1cc(C)c(C#N)c(SC(F)F)n1
Screen / compound no.	8	26	30	35
Tb PYK inh	-1%	-4%	0%	3%
Sm TGR inh	/	0%	4%	-18%
AmpC inh no detg	/	-22%	-43%	-7%
AmpC detergent	/	1%	3%	3%
HCMV antiviral	5	25	/	7
LmPK inh	/	2%	1%	-2%
AMA1 RON2 block	6%	7%	5%	4%

Following part
51	O=C(Nc1nc(-c2ccccc2)cs1)c1ccc2c(c1)S(=O)(=O)c1ccccc1C2=O
52	COc1ccc(NC(=O)CNC(=O)CC23CC4CC(CC(C4)C2)C3)c(OC)c1
53	O=C(OCCN1C(=O)c2ccccc2C1=O)c1cc(=O)[nH]c2ccccc12
54	CCOc1ccccc1N1CCN(C(=O)c2cc3c(s2)CCC3)CC1
Screen / compound no.	51	52	53	54
Tb PYK inh	-3%	1%	-3%	-7%
Sm TGR inh	-19%	-1%	2%	0%
AmpC inh no detg	-13%	22%	-53%	56%
AmpC detergent	-5%	?	-3%	-2%
HCMV antiviral	46	-9	8	6
LmPK inh	-2%	/	0%	-4%
AMA1 RON2 block	-2%	18%	-1%	-6%

Bioassay records from PubChem BioAssay.
